Source: PubChem BioAssay (National Center for Advancing Translational Sciences (NCATS))
Pf Dd2 growth: qHTS Primary assay for Inhibitors of Plasmodium falciparum Dd2 growth in vitro | P. falciparum Dd2 growth, SYBR Green, 72 h | Potency, µM (top dose mostly 28.9 µM), inactives show top-dose activity, negative = inhibition, usual class: inhibitors | 120,000 tested, 4.3% active | AID 1347417, 2020; active = well fitted inhibition curve with a large enough effect; inconclusive = small, poorly fitted or top-dose-only effect; inactive = no such curve, though single readings can be large or run the other way;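 also: plate controls were DMSO vehicle for no effect and reference drug for full effect; nearly all actives have a fitted effect of over 65% in size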
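Readout: SYBR Green fluorescence, 485 nm excitation, 535 nm emission, after ~16 h lysis at 37C. Before that, Dd2-infected red cells (2.5% hematocrit) grew 72 h with compound, 29 uM top final concentration.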
* = called active by the depositor; i = inactive; ? = inconclusive; & = joins results of further samples; [ ] = dose if it differs, or a comment. Potency is read from the fitted curve at half-maximal effect. A portion of the library; the hit share may differ from the screen's.

mol | Pf Dd2 growth
C[C@@H](c1ccccc1)N(C)C(=O)c1cc(COc2cccc(F)c2)[nH]n1 | ?
Cc1ccc(CNC(=O)c2ccc3c(c2)CN(Cc2cncs2)CCO3)cc1 | -6%
COc1ccc2[nH]cc(CCNC(=O)CCC[C@H]3NC[C@@H]4C[C@H]3CN(Cc3ccccc3)C4)c2c1 | 10µM*
COc1ccc(CNC(=O)N2CCCC(Cc3noc(-c4ccncc4)n3)C2)cc1 (stereo unspecified) | -18%
O=C(c1ccccc1F)N1CCC(Cc2nc(C3CCOCC3)no2)CC1 | 17%
Cc1cc(C(=O)N2C[C@@H](COc3ccccc3)[C@H](C(N)=O)C2)c(C)o1 | -2%
Cn1c(=O)c2c(ncn2CC(=O)N2CCC(Cc3nc(C4CCOCC4)no3)CC2)n(C)c1=O | -8%
COc1cc(OC)cc(-c2nnc(SCC(=O)c3ccc([N+](=O)[O-])cc3)o2)c1 | 1%
O=C(NCc1ccccn1)C1c2ccccc2C(=O)N(C2CCCCC2)C12CCCCC2 (stereo unspecified) | ?
CCC(C)n1c(=O)c2sccc2n2c(CCCC(=O)N3CCN(c4ccccc4)CC3)nnc12 (stereo unspecified) | ?
COc1ncccc1-c1nc(-c2c(C)noc2C)cc2c1cc(C)n2CCN(C)C | i
CC(C)(C)NS(=O)(=O)c1ccccc1-c1nc(N)nc2c1CCC2 | -10%
Cn1nccc1C(=O)N1CCCN(S(=O)(=O)c2ccccc2)CCC(=O)NCC1 | 6%
CCOCCOC1CCN(C(=O)NCc2ccccc2)CC1 | 53%[activator]
CN(C)C(=O)C1CCc2nnc(C(C)(C)C)n21 (stereo unspecified) | 23%[44.1 µM]
Cc1ccc(OCC(=O)Nc2ccc3c(c2)nc(CCNC(=O)c2ccco2)n3C)cc1 | ?
O=C(Nc1ccc(C(F)(F)F)cc1)C1CCCN(c2cnccn2)C1 (stereo unspecified) | -7%
CCOc1cccc(CNC(=O)CCC2CCCN(S(=O)(=O)c3ccc(C)cc3)C2)c1 (stereo unspecified) | ?
O=C(c1cccs1)c1cn(CCOc2ccc(F)cc2)c2ccccc12 | -30%
CCC1(N2CCN(S(=O)(=O)c3cc(F)ccc3C)CC2)CCN(C(=O)NC)C1 (stereo unspecified) | -12%
CCc1nc(CN2CCC(N3CCCC(C(=O)NCc4ccccn4)C3)CC2)no1 (stereo unspecified) | -3%
O=C(NC1CCCCC1)N1C[C@@H]2C[C@H](C1)c1c(-c3ccc4ccccc4c3)ccc(=O)n1C2 | -17%
COc1cc(Cl)ccc1C(=O)N[C@@H]1CN(c2ccncn2)C[C@H]1CN(C)C | ?
O=C(CCc1nnn2c1CN(C(=O)COc1ccc(F)cc1)CC2)NCc1ccccc1 | -25%
COCCN1C(=O)CO[C@H]2CN(S(C)(=O)=O)C[C@H]21 | 18%[44.1 µM]
CCn1c(=O)c2cc(C(=O)N3CCN(c4cccc(OC)c4)CC3)sc2c2ccccc21 | ?
O=S(=O)(Cc1ccccc1)N1CCC(c2nc(CCOc3ccc(F)cc3)no2)C1 (stereo unspecified) | i
CCC1(O)CCC12CCN(C(=O)c1ccc(C)nc1)CC2 (stereo unspecified) | -4%
CCOc1ccc(NC(=O)C(CC(C)C)N2Cc3ccccc3C2=O)cc1 (stereo unspecified) | 10%
CCOc1ccc(-c2ccc(NS(=O)(=O)c3cc(C)c(C)cc3C)cc2)nn1 | ?
Cc1cc2c(-c3cccc(O)c3)nc(-c3c(C)noc3C)cc2[nH]1 | i
Cc1cc(C(=O)NCc2ccc(Cl)cc2)c2c(C)nn(-c3ccccc3)c2n1 | i
Clc1ccc(Nc2ncncc2-c2nc(-c3ccccc3)no2)cc1 | ?
O=C(c1ccc(F)cc1)N1c2nc(-c3ccco3)nn2C2(CCCCC2)[C@@H]2CCCC[C@@H]21 | ?
Cn1nc2n(c1=O)CCN(C(=O)Cc1ccsc1)CC2 | -19%
O=C(C1CCCC1)N1CCN(c2cc(-c3ccccc3)[nH]n2)CC1 | i
CC(C(=O)NCc1cccnc1N(C)CCc1ccccn1)n1cccc1 (stereo unspecified) | 6%
CC1=C(C(=O)Nc2ccc(C)cc2C)C(c2ccc([N+](=O)[O-])cc2)n2ncc(C(=O)Nc3ccc(F)cc3)c2N1 (stereo unspecified) | 1µM*
O=C(NC1CCC(O)CC1)c1ccc(-c2ncc3cnc(-c4cccc(F)c4)cn23)cc1 (stereo unspecified) | i
COc1ccc(C(=O)N2CC3(COCC(=O)N(Cc4ccccc4)C3)C2)cc1 | -25%[44.1 µM]
CC(C)Oc1cccc2c1c(NC(=O)CN1CCCC1=O)nn2-c1cccc(F)c1 | 0%
CCOc1ccccc1C(=O)N(Cc1ccc(N(C)C)cc1)Cc1ccco1 | ?
CCC(COC)NC(=O)c1c(C)noc1-c1ccc(C(C)(C)C)cc1 (stereo unspecified) | ?
CCC(=O)N(C1CCOCC1)C1CCN(S(=O)(=O)c2ccc(C)c(C)c2)CC1 | i
O=C1NCCN2CC3(CCNCC3)CC12 (stereo unspecified) | i
Cc1nc(N2CCCCC2)n(CC(=O)Nc2ccc(Br)cc2F)c(=O)c1C | i
Cc1nc(-c2cccs2)cc([C@H]2CN3CC[C@H]2C[C@@H]3CNC(=O)CSCC(=O)O)n1 | -4%
COCCN1C(=O)Cc2ccccc2C1C(=O)N(C)Cc1ccco1 (stereo unspecified) | -19%

A draw from above in order of formula weight, smallest number first.
mol | Pf Dd2 growth
O=C1NCCN2CC3(CCNCC3)CC12 (stereo unspecified) | i
CN(C)C(=O)C1CCc2nnc(C(C)(C)C)n21 (stereo unspecified) | 23%[44.1 µM]
CCC1(O)CCC12CCN(C(=O)c1ccc(C)nc1)CC2 (stereo unspecified) | -4%
CCOCCOC1CCN(C(=O)NCc2ccccc2)CC1 | 53%[activator]
CCC(COC)NC(=O)c1c(C)noc1-c1ccc(C(C)(C)C)cc1 (stereo unspecified) | ?
Clc1ccc(Nc2ncncc2-c2nc(-c3ccccc3)no2)cc1 | ?
O=C(c1ccccc1F)N1CCC(Cc2nc(C3CCOCC3)no2)CC1 | 17%
CCOc1ccccc1C(=O)N(Cc1ccc(N(C)C)cc1)Cc1ccco1 | ?
COc1cc(Cl)ccc1C(=O)N[C@@H]1CN(c2ccncn2)C[C@H]1CN(C)C | ?
COc1cc(OC)cc(-c2nnc(SCC(=O)c3ccc([N+](=O)[O-])cc3)o2)c1 | 1%
COc1ncccc1-c1nc(-c2c(C)noc2C)cc2c1cc(C)n2CCN(C)C | i
CCc1nc(CN2CCC(N3CCCC(C(=O)NCc4ccccn4)C3)CC2)no1 (stereo unspecified) | -3%
O=C(NC1CCC(O)CC1)c1ccc(-c2ncc3cnc(-c4cccc(F)c4)cn23)cc1 (stereo unspecified) | i
CCC(C)n1c(=O)c2sccc2n2c(CCCC(=O)N3CCN(c4ccccc4)CC3)nnc12 (stereo unspecified) | ?

Additional results follow:
mol | Pf Dd2 growth
COc1ccc(C[C@H](NC(=O)[C@@]2(O)C[C@@H](O)[C@H](O)[C@@H](NC(=O)Nc3ccc(OC(F)(F)F)cc3)C2)C(N)=O)cc1 | 0%
Cc1ccc(-c2onc(C)c2C)cc1S(=O)(=O)N1CCC(C)CC1 | i
Cc1ccc(C(=O)N2CCC(n3nccc3NC(=O)C3CCOC3)CC2)cc1C (stereo unspecified) | 8%
COc1ccc(N2CCN(C3=NS(=O)(=O)C(c4cccc(Br)c4)=C3C)CC2)cc1 | -18%
COc1cc(CNc2ccc3[nH]c(=O)[nH]c3c2)ccc1OCc1ccc(F)cc1Cl | -23%
CCN(CC)S(=O)(=O)c1nnc(NC(=O)COc2ccccc2F)s1 | ?
O=C(NCc1cc(F)cc(F)c1)C1(c2ccc(Cl)cc2)CCOCC1 | ?
CN(C)c1nc2c(c(=O)[nH]1)CCN(Cc1ccc(Br)cc1)CC2 | 2µM*
CC[C@H]1CN(S(=O)(=O)c2ccccc2)CC[C@H]1CC(=O)O | -3%[44.1 µM]
C=CCN(C)C(=O)[C@H]1CN2CCC1C[C@@H]2Cn1cc(CSc2ccccc2)nn1 (stereo partly specified) | i
O=C(NC1C[C@H]2CC[C@@H](C1)N2C(=O)c1cccs1)c1ccncc1 (stereo partly specified) | -3%
COC(=O)c1cc(S(=O)(=O)NCC2CCN(Cc3ccc(C)cc3)CC2)c[nH]1 | 22%

Reprinted from the part before: 2 compounds; new compounds follow.
mol | Pf Dd2 growth
O=C(NC1C[C@H]2CC[C@@H](C1)N2C(=O)c1cccs1)c1ccncc1 (stereo partly specified) | -3%
COC(=O)c1cc(S(=O)(=O)NCC2CCN(Cc3ccc(C)cc3)CC2)c[nH]1 | 22%
C[C@@]1(O)CCN(Cc2ccccc2F)C[C@H]1N1CCCC1 | ?
Cn1cc(-c2cc3n(n2)CCC(=O)N3CCCC(=O)NCc2ccccc2)c2ccccc21 | -10%
O=C(CC1CCN(C(=O)c2ccc(F)c(F)c2)C1)NCc1ccccc1 (stereo unspecified) | -10%
COc1ccc(C(=O)N[C@H]2CO[C@H]3[C@@H]2OC[C@@H]3Nc2nccc(C(C)(C)C)n2)cc1 | -14%[44.1 µM]
CC(C)OCCNc1nccc(C2(c3ccccc3Cl)CCNCC2)n1 | ?
O=C(NC1CC1)c1cc(Br)cn2ccnc12 | 6%&1%[44.1 µM]
Cc1cc(C)cc(NC(=O)Cn2c(N3CCc4ccccc4C3)nc(C)cc2=O)c1 | -9%
COC(=O)CC1CCN(C(=O)C2CC(=O)N(c3n[nH]c4ccccc34)C2)CC1 (stereo unspecified) | -6%
CN(c1cc(=O)c2ccnc(N3CCOCC3)c2o1)C1CCOCC1 | 5%[44.1 µM]
O=C1NCCCCCN(C(=O)C2CCC2)[C@H]2CCCC[C@@H]12 | 25%
Cc1ccc(NC(=O)CCc2c(C)nc3c(-c4ccccc4)c(C)nn3c2C)c(C)c1 | 9%
O=C(Cc1cccc(F)c1)N1CCC(N2CC3CC(C2)[C@H]2CCCC(=O)N2C3)CC1 (stereo partly specified) | -3%
COC(=O)c1sccc1NC(=O)N1CCCCCCNC(=O)CC1 | i
C#CCNC(=O)C[C@@H]1c2nc(NC(=O)OCC=C)sc2C[C@@H]2[C@](C)(CO)[C@H](O)CC[C@]21C | ?
COc1ccccc1N1CCCc2ncc(C(=O)N3CCN(C(C)=O)CC3)cc21 | -10%[44.1 µM]
CN(C)c1cccc(C(=O)NC2CCN(c3cc(-c4ccc(Cl)cc4)[nH]n3)CC2)c1 | i
COc1cc(=O)n2c(c1C(=O)Nc1cccc(C)c1)CCCC2 | 90%[activator]
CCC1CN(C(=O)N2CCC(C(=O)NCCN(C)C)CC2)c2ccccc2O1 (stereo unspecified) | -16%
CCc1sc(Nc2ccc(C)cc2Br)nc1-c1cc2cccc(OC)c2oc1=O | ?
CC(C)(C)c1ccc(C(=O)NC(Cc2c[nH]c3ccccc23)C(=O)OCC(=O)c2ccccc2)cc1 (stereo unspecified) | 31%[activator]
COc1ccc(NS(=O)(=O)c2ccc3[nH]c4c(c3c2)CCCCCC4)cc1 | i
COC(=O)CNC(=O)c1cc(Br)cn2ccnc12 | -3%[44.1 µM]
COc1ccc(OC)c2sc(N3CCN(C(=O)CCS(=O)(=O)c4ccc(F)cc4)CC3)nc12 | 9%
COC1CCC12CCNCC2 (stereo unspecified) | 4%

Continuation:
smiles,Pf Dd2 growth
CCOc1ccc(Nc2c(S(=O)(=O)c3ccc(C)cc3)cnc3ccc(OC)cc23)cc1,i
Cc1ccccc1C(CNC(=O)c1cc(-c2ccc(F)cc2)n[nH]1)N(C)C (stereo unspecified),?
COc1cccc(CC(=O)N2[C@H]3CC[C@@H]2c2cnc(C)nc2C3)c1,-1%
CC(C)c1ccc(-n2cc(CN3CCN(C(=O)N(C)C)CC3)cn2)cc1,i
CC(=O)N1CCC(N2CC[C@@H]3C(=O)NCCCCCCN(Cc4ccncc4)[C@@H]3C2)CC1,-3%
CC(=O)N1CCCC(c2nn(C)c(=O)n2Cc2ccccc2)C1 (stereo unspecified),i
Cc1cnc(C2CC2)n1CC1CCN(C(=O)C(C)C)CC1,4%
O=C(c1cccc(Cl)c1)N1CC(CNc2cccnc2)C2(C1)CN(c1ccccc1)C2 (stereo unspecified),13µM*
CCOC(=O)N1CCN(C2CCCN(C(=O)Cc3ccc(C)c(C)c3)C2)CC1 (stereo unspecified),i
Cn1cccc1CN1CCCCCCNC(=O)[C@@H]2CCC[C@@H]21,?
CCc1cccc(-n2nnc(-c3nsc(NC(=O)c4cccs4)n3)c2C)c1,-28%
O=C1CC(c2ccccc2)N(S(=O)(=O)c2cccs2)CCCCCN1 (stereo unspecified),i
COc1cccc(N2C(=O)CSC23C(=O)N(CC(=O)NCc2ccc(C)cc2)c2ccccc23)c1 (stereo unspecified),?
COCC(=O)N1c2nc(-c3ccco3)nn2C2(CCCCC2)[C@@H]2CCCC[C@@H]21,-15%
COc1ccc(C(=O)N2CCC(C3CCN(S(C)(=O)=O)CC3)C2)cn1 (stereo unspecified),12%
O=C(C1CCCC1)N1CCCCCC1c1nc(-c2cccnc2)no1 (stereo unspecified),i
Cc1ccc2oc(C(=O)Nc3ccc(S(=O)(=O)Nc4nccc(C)n4)cc3)cc(=O)c2c1,i
CCc1ccccc1NC(=O)c1ccc2c(c1)CCN2S(C)(=O)=O,i
Cc1noc(C)c1CN1CCC2(CC1)COCCN2C(=O)c1ccccc1,?
O=C(Nc1cc(Cl)cc(Cl)c1)N1CCCC1c1nncn1C1CCCC1 (stereo unspecified),11µM*
O=C(NC1CCCC1)C1c2ccccc2C(=O)N(C2CCCC2)C12CCCCC2 (stereo unspecified),10µM*
Cc1ccc(C2=NC3(CCN(C(=O)COc4ccccc4)CC3)ON2)cc1,?
COC(=O)c1ccccc1NC(=O)c1ccc2c(c1)CCN2S(=O)(=O)c1ccc(Cl)cc1,23%
CCNC(=O)NC[C@H]1O[C@H](Cc2cc(C(C)(C)C)on2)CC[C@@H]1O,22%[44.1 µM]
COc1ccc(NC(=O)NC[C@@H]2C=C(C)[C@H](CC(=O)NCCN(C)C)C[C@H]2C(C)C)cc1,-24%
